BH1578 lux ind – inducers of Vibrio cholerae quorum light production without autoinducers, primary screen, BH1578 luxS cqsA deficient, single point; V. cholerae BH1578 lux reporter, luminescence, 6 h; 350,000 tested, 0.16% active; activation, % at 18.7 µM; in the data active means activation mostly above about 9.7%, no sharp cut-off; inconclusive means no clear call, values can overlap the other calls; inactive means mostly below about 3.7%; further: not every result past the cut was called active; inactives centre near 0; reference of the scale not given here
Yp Topo-I inh – Yersinia pestis topoisomerase I inhibitors, primary screen, biochemical, cleavage product accumulation, plate reader, single point; DNA topoisomerase I (Yersinia pestis CO92); Y. pestis Topo-I cleavage product accumulation; activity, % at 10 µM; 360,000 tested, 0.064% active; AID 504884, 2011; in the data active means activity above about 50%, passing the limit was not always enough; inconclusive means no clear call, values can overlap the other calls; further: inactives centre near 2
PriA SSB inh – inhibitors of Klebsiella pneumoniae PriA binding to SSB C-terminal tail, primary screen, biochemical, AlphaScreen. AlphaScreen SSBct-PriA binding, biotinylated peptide. inhibition, % at 33 µM. 430,000 tested, 0.6% active. AID 1272365, 2023; in the data active means inhibition mostly above about 37%, no sharp cut-off; inactive means mostly below about 20%;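 further: plate controls were negative control peptide for no effect and reference peptide for full effect; strong numbers were not always called active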
PfHsp40 rescue – rescue of yeast from PfHsp40 toxicity, primary screen, S. cerevisiae, ATP luminescence; 340,000 tested, 0.68% active; growth rescue, % at 12.5 µM; S. cerevisiae expressing PfHsp40, growth rescue; in the data active means growth rescue above about 28%, passing the limit was not always enough; inconclusive means no clear call, values can overlap the other calls;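 further: yeast W303a lacking pdr1 and pdr3 grown in galactose medium; growth measured after three days at 30 °C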
TcdB GH inh – TcdB glycohydrolase inhibitors, primary screen, biochemical, single point, plate reader | AID 652162, 2013 | TcdB glycohydrolase enzymatic assay | inhibition, % at 9.99 µM | 350,000 tested, 0.24% active | Toxin B (Clostridioides difficile), P18177; in the data active means inhibition above about 10%
DUSP3 inh – VHR1 phosphatase inhibitors, primary screen, biochemical, absorbance, uHTS. inhibition, % at 13.3 µM. Dual specificity protein phosphatase 3 (Homo sapiens), P51452. AID 1654, 2009. 290,000 tested, 0.52% active. recombinant VHR phosphatase, pNPP absorbance; in the data active means inhibition above about 50%; further: some compounds called inactive have numbers as strong as hits
Target sequence (P51452 whole entry, looked up): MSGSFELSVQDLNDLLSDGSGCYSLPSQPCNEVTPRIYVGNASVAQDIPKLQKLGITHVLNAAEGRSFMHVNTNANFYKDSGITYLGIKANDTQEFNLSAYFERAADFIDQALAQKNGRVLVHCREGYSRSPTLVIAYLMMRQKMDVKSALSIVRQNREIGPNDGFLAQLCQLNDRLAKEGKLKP
SARS 3CLpro inh – SARS-CoV 3CLpro protease inhibitors, primary screen, biochemical, quenched FRET. Replicase polyprotein 1ab (Severe acute respiratory syndrome coronavirus), P0C6X7. recombinant SARS-CoV 3CLpro, quenched FRET peptide cleavage. inhibition, % at 6 µM. 290,000 tested, 0.14% active; in the data active means inhibition above about 12%
BoNT A protease – BoNT/A light chain protease inhibitors, primary screen, biochemical, flow cytometry, MLPCN library; Botulinum neurotoxin type A light chain protease (Clostridium botulinum A str. ATCC 3502); multiplex microsphere protease substrate cleavage; inhibition, % at 10 µM; 360,000 tested, 0.17% active; further: plate controls were buffer without enzyme for full effect and enzyme alone for no effect
Anthrax LF inh2 – Bacillus anthracis LF protease inhibitors, primary screen, biochemical, multiplex microsphere, MLPCN library; inhibition, % at 10 µM; 360,000 tested, 0.12% active; Lethal factor (Bacillus anthracis), P15917; multiplex microsphere protease cleavage assay; further: plate controls were buffer without enzyme for full effect and enzyme alone for no effect
Target sequence (P15917 whole entry, looked up): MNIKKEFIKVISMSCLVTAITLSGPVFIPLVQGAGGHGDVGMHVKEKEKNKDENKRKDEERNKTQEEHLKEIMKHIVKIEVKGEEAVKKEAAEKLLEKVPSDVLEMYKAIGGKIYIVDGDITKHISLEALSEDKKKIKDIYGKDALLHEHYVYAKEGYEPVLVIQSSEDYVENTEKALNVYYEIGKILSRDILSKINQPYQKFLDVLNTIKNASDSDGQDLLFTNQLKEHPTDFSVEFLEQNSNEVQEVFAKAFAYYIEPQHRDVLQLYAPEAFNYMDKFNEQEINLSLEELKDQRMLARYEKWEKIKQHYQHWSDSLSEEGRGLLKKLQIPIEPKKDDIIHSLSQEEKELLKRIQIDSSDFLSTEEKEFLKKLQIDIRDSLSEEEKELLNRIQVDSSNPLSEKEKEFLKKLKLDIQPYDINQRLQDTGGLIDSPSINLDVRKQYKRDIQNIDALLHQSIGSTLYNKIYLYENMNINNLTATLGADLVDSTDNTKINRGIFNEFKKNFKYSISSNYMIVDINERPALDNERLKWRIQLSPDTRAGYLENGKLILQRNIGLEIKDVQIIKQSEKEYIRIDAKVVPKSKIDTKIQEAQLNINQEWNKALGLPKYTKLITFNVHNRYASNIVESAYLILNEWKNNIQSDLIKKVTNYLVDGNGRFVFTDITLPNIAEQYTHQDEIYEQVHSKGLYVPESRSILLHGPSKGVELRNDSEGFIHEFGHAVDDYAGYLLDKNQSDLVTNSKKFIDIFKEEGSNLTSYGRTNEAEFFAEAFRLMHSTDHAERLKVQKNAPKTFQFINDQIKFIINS
CCHF vOTU inh – CCHFV vOTU protease inhibitors, primary screen, biochemical, Pep-AMC substrate, fluorescence; 370,000 tested, 0.55% active; Crimean-Congo hemorrhagic fever virus L polyprotein viral ovarian tumor (vOTU) protease …; inhibition, % at 11.5 µM; AID 651958, 2012; in the data active means inhibition above about 30%; further: 0% = vehicle wells with enzyme and 100% = no enzyme wells
Active calls of the source: *; i = inactive; u = inconclusive; x = no result given. Unless noted, no stated cut-off is given here; in the data, active means inhibition above about 30%; inconclusive means no clear call, values can overlap the other calls; inactive means below that. These rows are one share of the data (hit frequency here may not be typical).

No.	Molecule	BH1578 lux ind	Yp Topo-I inh	PriA SSB inh	PfHsp40 rescue	TcdB GH inh
1	CCc1ccc(NC(=S)N(Cc2cccnc2)Cc2ccco2)cc1	-0.8	-4	7	1.4	0.9
2	COc1ccc([N+](=O)[O-])cc1C(=O)Nc1ccc(OCC(=O)N2CCOCC2)cc1	-0.2	-8	-17	0.3	x
3	O=C1CSC(c2ccc([N+](=O)[O-])cc2)N1c1ccccc1F (stereo not given)	-0.6	11	5	-0.5	6.5
4	CCCCCCCC(=O)Oc1ccc(C(=O)Nc2cc(C)on2)cc1	-6.2	2	4	-1.7	0.1
5	CCC(C)[C@@H](C(=O)NCC1CCC(C(=O)O)CC1)n1nnc2ccccc2c1=O (stereo not given in full)	-0.2	0	-8	0.9	x
6	Cc1c(NC(=O)C(C)OC(=O)c2cccnc2Cl)c(=O)n(-c2ccccc2)n1C (stereo not given)	0.7	8	-3	-1.7	1.9
7	CCc1ccc(C(=O)COC(=O)C2CCN(c3ccc(C(F)(F)F)cn3)CC2)cc1	-1.2	31	-8	0.2	2.2
8	Cc1sc2nc(C3CC3)nc(N3CCN(C(=O)c4ccc(Cl)cc4)CC3)c2c1C	-0.4	6	0	-0.9	3.4
9	Cc1ccccc1C(=O)Nc1ccc(S(=O)(=O)N2CCCC2)cc1	-2.2	-1	-5	0.2	1.5
10	O=C(NCc1ccc(F)cc1)NC(=O)c1ccc(Cl)cc1	i	8	-21	-1.4	-1.8
11	CNS(=O)(=O)/C=C/c1ccccc1	-0.1	-3	-1	-0.1	1.7
12	O=c1c2ccccc2[nH]c2ccccc12	0.8	3	-8	0.1	0.0

No.	DUSP3 inh	SARS 3CLpro inh	BoNT A protease	Anthrax LF inh2	CCHF vOTU inh
1	17	4	0.8	2	11
2	5	0	0.1	-1	3
3	36	-2	0.8	0	-2
4	-16	3	1.0	-1	6
5	6	6	-1.0	-2	8
6	x	x	-0.4	0	2
7	x	x	6.6	u	6
8	39	0	0.6	2	3
9	17	3	-0.2	-12	-19
10	-7	-4	0.0	-1	12
11	22	1	-0.6	-3	-1
12	-5	5	0.3	-4	-157

Arranged by count of non-hydrogen atoms (rising): 3 of the compounds above.
No.	Molecule	BH1578 lux ind	Yp Topo-I inh	PriA SSB inh	PfHsp40 rescue	TcdB GH inh
10	O=C(NCc1ccc(F)cc1)NC(=O)c1ccc(Cl)cc1	i	8	-21	-1.4	-1.8
1	CCc1ccc(NC(=S)N(Cc2cccnc2)Cc2ccco2)cc1	-0.8	-4	7	1.4	0.9
5	CCC(C)[C@@H](C(=O)NCC1CCC(C(=O)O)CC1)n1nnc2ccccc2c1=O (stereo not given in full)	-0.2	0	-8	0.9	x

No.	DUSP3 inh	SARS 3CLpro inh	BoNT A protease	Anthrax LF inh2	CCHF vOTU inh
10	-7	-4	0.0	-1	12
1	17	4	0.8	2	11
5	6	6	-1.0	-2	8

Going on with the list:
No.	Molecule	BH1578 lux ind	Yp Topo-I inh	PriA SSB inh	PfHsp40 rescue	TcdB GH inh
13	CCCCOC(=O)CCN1C(=O)/C(=C2\SC(=S)N(CCC(=O)OCCCC)C2=O)SC1=S	-0.6	0	3	-1.3	0.7
14	CCS(=O)(=O)c1ccc2c(c1)N(S(C)(=O)=O)CC(C(=O)NCc1ccccc1OC)O2 (stereo not given)	3.8	-10	4	1.9	x
15	CC(C)NCC(O)COc1ccc(COCCOC(C)C)cc1 (stereo not given)	i	-2	0	1.0	0.6
16	Cc1cc(SCCOc2ccccc2)nc(N)n1	i	-3	-3	-0.4	x
17	NC(=O)c1ccccc1OCC(=O)c1ccc(Cl)cc1	-0.4	-6	-6	0.1	0.2
18	CN(C)Cc1cc(CCNC(=O)c2ccc(Cl)cc2)ccc1O	-1.7	-5	-15	-0.6	x
19	O=C(Nc1nc2ccccc2[nH]1)c1cccc(S(=O)(=O)N2CCOCC2)c1	0.4	0	-3	0.8	x
20	COc1ccc(OC)c(CN2CCN(C(=O)CCNC(=O)c3ccc(Br)cc3)CC2)c1	-0.4	27	-14	-0.3	-1.3
21	CC1CC(=O)Nc2ccccc2N1C(=O)Nc1ccc(F)cc1F (stereo not given)	-0.1	2	-7	-0.7	0.3
22	O=C(CN1C(=O)COc2ccccc21)N(Cc1cccnc1)Cc1ccccc1F	0.5	-4	7	1.2	1.3
23	COC(=O)c1c(C)oc(C)c1S(=O)(=O)Nc1ccc(C(C)C)cc1	-1.3	23	-9	-0.3	0.3
24	CC1CCCC(NC2CCCCNC2=O)C1 (stereo not given)	-0.3	6	-14	-0.9	x

No.	DUSP3 inh	SARS 3CLpro inh	BoNT A protease	Anthrax LF inh2	CCHF vOTU inh
13	19	3	30*	15	18
14	28	5	0.5	0	-9
15	x	x	-0.5	-5	4
16	2	1	-0.7	-5	-9
17	-7	3	-0.8	-2	1
18	-21	-2	1.7	-2	8
19	-4	-2	-2.4	0	-2
20	x	x	34*	-2	23
21	1	2	-0.7	4	-15
22	-12	-2	0.8	-1	x
23	-4	10	x	x	-3
24	17	4	1.8	-3	-2

Following part.
No.	Molecule	BH1578 lux ind	Yp Topo-I inh	PriA SSB inh	PfHsp40 rescue	TcdB GH inh
25	Cc1cccc(C2Nc3ccccc3C(=O)N2NC(=O)c2ccc([N+](=O)[O-])cc2)n1 (stereo not given)	-0.2	-1	-11	-0.8	x
26	Cc1cc(=O)n2nc(N3CCC(C(=O)NC(C)c4ccccc4)CC3)sc2n1 (stereo not given)	x	4	-10	6.8	x
27	COc1cccc(/C=N/n2c(N)nc3ccccc32)c1OC	-0.5	8	x	-1.2	x
28	O=C(CSc1nc2ccccc2c(=O)n1CCCN1CCOCC1)Nc1ccc(Br)cc1	0.0	35	-2	2.3	0.8
29	CCCCCCCCNCCS(=O)(=O)NCc1ccccc1	-0.7	u	-17	-0.4	0.1
30	COC(=O)NC(=S)Nc1ccc(Oc2ccc(Cl)cc2Cl)c(Cl)c1	i	4	-1	2.8	x
31	O=[N+]([O-])c1ccc(O)c(C=NN2CCCCC2)c1	-0.7	-2	x	x	0.2
32	O=C(C1CCCN(c2ncnc3c2nc2n3CCCCC2)C1)N1CCN(c2cccc(Cl)c2)CC1 (stereo not given)	-2.6	3	10	0.2	-0.4
33	CCOC(=O)c1c(C)[nH]c(C(=O)N2CCN(CC)CC2)c1C	-0.3	-5	-16	-0.4	-0.1
34	CC1Oc2ccccc2N(CC(=O)NCc2ccccc2)C1=O (stereo not given)	i	-1	1	0.8	6.1
35	Cc1cc(N2C(=O)C3CC=CC(C)C3C2=O)no1 (stereo not given)	-0.6	5	-13	-1.6	x
36	CCCCN1C(=O)C(CC(=O)NC2CCCC2)CC(C(=O)N(CC)CC)=C1C (stereo not given)	-0.4	3	x	x	-0.3

No.	DUSP3 inh	SARS 3CLpro inh	BoNT A protease	Anthrax LF inh2	CCHF vOTU inh
25	37	1	-1.0	-3	10
26	6	-5	-0.2	-2	8
27	0	3	0.0	-4	-3
28	x	x	0.4	2	-3
29	x	x	0.2	-3	14
30	0	-2	x	x	12
31	x	x	-0.7	-10	8
32	18	4	x	x	11
33	12	2	0.3	4	-1
34	-1	0	0.8	5	0
35	-1	0	2.0	7	-1
36	x	x	0.6	0	10

Next records.
No.	Molecule	BH1578 lux ind	Yp Topo-I inh	PriA SSB inh	PfHsp40 rescue	TcdB GH inh
37	COc1cccc(CCC(=O)Nc2cc3c(cc2C(=O)O)OCCCO3)c1OC	i	7	-16	1.4	3.2
38	O=C(c1ccco1)N1CCN(C23CC4CC(CC(C4)C2)C3)CC1	3.1	16	-11	0.3	-1.9
39	O=C(CSc1ccc2c(c1)OCCO2)Nc1cccnc1Cl	-0.9	4	2	0.3	3.5
40	CCOC(=O)N1CCN(CC(O)COc2c(C)cccc2C)CC1 (stereo not given)	0.2	0	-13	0.4	x
41	Cc1ccc(NC(=O)c2sc3nc(C)nc(N4CCN(c5ccccn5)CC4)c3c2C)c(C)c1	-0.6	24	-20	0.8	-1.0
42	FC(F)(F)c1ccc(-c2csc(-c3ccno3)n2)cc1	i	4	-37	0.7	2.0
43	CSc1ccc(-c2nc(CSCC(=O)NCCCN3CCOCC3)c(C)o2)cc1	-0.3	10	-9	-1.6	x
44	CS(=O)(=O)c1ccc(C(=O)NCC2(N3CCCCC3)CCCCC2)cc1	-1.7	4	-3	-0.6	x

No.	DUSP3 inh	SARS 3CLpro inh	BoNT A protease	Anthrax LF inh2	CCHF vOTU inh
37	x	x	x	x	3
38	14	-4	0.0	-3	13
39	22	4	-0.5	-5	3
40	5	6	-0.1	0	-4
41	10	1	0.6	-5	-1
42	12	7	-5.9	6	5
43	29	6	2.2	8	-9
44	4	3	0.0	0	-3

Only Anthrax LF inh2, PriA SSB inh and CCHF vOTU inh, for 6 of the compounds above:
| cpd | Structure | Anthrax LF inh2 | PriA SSB inh | CCHF vOTU inh |
| --- | --- | --- | --- | --- |
| 22 | O=C(CN1C(=O)COc2ccccc21)N(Cc1cccnc1)Cc1ccccc1F | -1 | 7 | x |
| 13 | CCCCOC(=O)CCN1C(=O)/C(=C2\SC(=S)N(CCC(=O)OCCCC)C2=O)SC1=S | 15 | 3 | 18 |
| 21 | CC1CC(=O)Nc2ccccc2N1C(=O)Nc1ccc(F)cc1F (stereo not given) | 4 | -7 | -15 |
| 28 | O=C(CSc1nc2ccccc2c(=O)n1CCCN1CCOCC1)Nc1ccc(Br)cc1 | 2 | -2 | -3 |
| 29 | CCCCCCCCNCCS(=O)(=O)NCc1ccccc1 | -3 | -17 | 14 |
| 19 | O=C(Nc1nc2ccccc2[nH]1)c1cccc(S(=O)(=O)N2CCOCC2)c1 | 0 | -3 | -2 |

Bioassay records: PubChem, several laboratories
